Screens from PubChem.
12-LOX inh – Primary qHTS assay for inhibitors of human arachidonate 12S-lipoxygenase (ALOX12): Round 2; Polyunsaturated fatty acid lipoxygenase ALOX12 (Homo sapiens), P18054; purified 12hLO, xylenol orange hydroperoxide absorbance; Potency, µM (doses to about 108 µM), inactives show top-dose activity change, negative = inhibition, usual class: inhibitors; 580,000 tested, 1.1% active; AID 1671190, 2021; active = well fitted inhibition curve with a large enough effect; inconclusive = small, poorly fitted or top-dose-only effect, or another doubt; inactive = no such curve, though single readings can be large or run the other way; note: potency is the fitted concentration of half-maximal effect
Target sequence (P18054 whole entry, looked up): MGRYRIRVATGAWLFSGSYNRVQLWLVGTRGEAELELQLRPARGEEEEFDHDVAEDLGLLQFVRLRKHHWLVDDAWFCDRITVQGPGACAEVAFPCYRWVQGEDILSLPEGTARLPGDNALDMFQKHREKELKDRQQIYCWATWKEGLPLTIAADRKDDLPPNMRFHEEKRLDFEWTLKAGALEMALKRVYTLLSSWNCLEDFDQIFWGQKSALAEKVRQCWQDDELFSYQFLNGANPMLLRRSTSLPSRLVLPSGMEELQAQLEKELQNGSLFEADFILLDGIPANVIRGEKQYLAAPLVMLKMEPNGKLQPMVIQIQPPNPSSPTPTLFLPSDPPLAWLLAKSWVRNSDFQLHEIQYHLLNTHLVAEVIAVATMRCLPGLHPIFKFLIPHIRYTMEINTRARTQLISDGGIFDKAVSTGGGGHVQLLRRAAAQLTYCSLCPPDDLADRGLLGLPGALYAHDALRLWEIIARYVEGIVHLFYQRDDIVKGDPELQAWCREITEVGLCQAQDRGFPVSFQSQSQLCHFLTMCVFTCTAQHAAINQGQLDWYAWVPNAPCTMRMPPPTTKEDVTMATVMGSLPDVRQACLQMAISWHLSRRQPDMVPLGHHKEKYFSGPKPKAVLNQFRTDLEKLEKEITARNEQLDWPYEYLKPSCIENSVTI
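Hydroperoxide product was detected by ferrous iron/xylenol orange as the 573 to 405 nm absorbance ratio. Arachidonic acid at 40 uM (final) was turned over for 30 min at room temperature by 150 nM human 12hLO, pH 7.0 Hepes buffer, after 15 min compound preincubation.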
LDHA inh – qHTS assay for inhibitors of human lactate dehydrogenase; L-lactate dehydrogenase A chain (Homo sapiens), P00338; purified LDHA, NADH/diaphorase-resazurin fluorescence; active compounds read low; activity change, % (values are at about 110 or 230 µM); 480,000 tested, 0.15% active; in the data active = activity change below about -30%; inconclusive = mostly about -25% to -30%;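 note: plate controls were DMSO wells for no effect and wells without enzyme for full effect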
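Enzyme activity of human lactate dehydrogenase 5 (2 nM; 0.06 mM NADH, 0.2 mM pyruvate, 5 min, RT) is measured via a resazurin/diaphorase fluorescence readout of residual NADH.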
Numbers without * were called inactive; ? = inconclusive; . = not tested or not shown; [ ] = another dose, or the depositor's remark. Unless noted, % is set by controls: 0 for no effect and ±100 for the full control effect. These rows are one share of the data; rates above refer to the full screens.

SMILES	12-LOX inh	LDHA inh
COc1ccc(CCC(=O)N2c3ccccc3N=C(c3ccc(C(F)(F)F)cc3)C2C(=O)NC2CCCC2)cc1 (configuration not stated)	4%	0
O=C(COC(=O)c1ccc(F)c(S(=O)(=O)N2CCOCC2)c1)Nc1ccccc1OC(F)F	10%	0
Cc1ccc(OCCC(=O)Nc2cc3c(cc2Cl)OCCO3)c(C)c1	8%	1
Nc1ccc2c(c1)C(=O)OC2	?	4
CC1(C(=O)Nc2ccc3c(c2)OCO3)CCN1C(=O)C1CCCCC1 (configuration not stated)	?	4
O=C1c2ccccc2NC(c2cnc3ccccc3n2)N1c1ccc(F)cc1 (configuration not stated)	-22%	1
COc1ccc(/C=C(\C#N)c2nc3ccccc3[nH]2)cc1I	6.3µM*	4
CCCCn1c(=O)c2ccccc2n(CC(=O)N(C)c2cccc(C)c2)c1=O	?	2
CSc1ccc(-c2cc3c(c4c2ccn4C)C2CCC3O2)cc1 (configuration not stated)	-22%	-6
COc1ccc(F)cc1CSc1nnc(C2CC2)n1Cc1ccccc1	-2%	6
CN(Cc1ccsc1)C(=O)Cc1cccc(F)c1	?	2
CCCc1ccc(C(NC(=O)c2nn(C)c(=O)c3ccccc23)c2cccs2)cc1 (configuration not stated)	1%	-7
COC(=O)C(C)(Cc1ccccc1)CC(C)(CC1(C)CC(C)(C(=O)OC)OC1=O)C(=O)OC (configuration not stated)	-35%	0
COc1ccc(C2C=C(c3ccc(Cl)cc3)Nc3nnnn32)c(OC)c1OC (configuration not stated)	0%	-3
CC(Sc1nc(N)cc(N)n1)C(=O)c1ccc(Cl)cc1 (configuration not stated)	?	5
CC(C)n1ncc2cc(NC(=O)c3cc(S(=O)(=O)N4CCCCC4)ccc3N3CCCC3)cnc21	-8%	1
O=C(O)c1csc(-c2cnccn2)n1	?	12
CS(=O)(=O)N(Cc1csc(-c2cccs2)n1)C1CCN(C(=O)c2ccccc2Cl)CC1	1%	8
O=C(c1ccccc1)N(Cc1ccco1)c1ccccn1	-6%	16
O=C(O)CN=C(Nc1cc(Cl)cc(Cl)c1)NC(c1ccccc1)c1ccccc1	0%	-5
CCCNC(=O)C1(C)CCCN(CC(=O)c2ccc3c(c2)OCCO3)C1 (configuration not stated)	?	0
Cc1cc2nc(-c3ccco3)c(Cc3cccc(Cl)c3)n2c(C)c1Br	?	4
CC(C(=O)NC(C)(C)C)n1c(C(c2ccccc2)c2ccccc2)nc2ccccc21 (configuration not stated)	3%	4
COC(=O)CN(CC(=O)NC(=O)NCC(F)(F)F)Cc1ccccc1	-33%	6
O=C(Cn1c(=O)c2c(ncn2Cc2ccccc2)n(Cc2ccccc2)c1=O)N1CCNC1=O	-17%	4
O=S(=O)(c1ccc2oc(Nc3cc(F)cc(F)c3)nc2c1)N1CCCCC1	11%	4
CN(C)CCNC(=O)C(=O)Nc1cccc(N2CCCS2(=O)=O)c1	-24%	0
CC(C)(C)c1ccc(O)c(NC(=O)CC(C(=O)O)c2ccc(F)cc2)c1 (configuration not stated)	?	-4
OC[C@@H]1CN(Cc2ccccc2)C[C@H](n2cnc3c(N4CCN(c5ccccc5)CC4)ncnc32)O1	-9%	0
COCc1nn2c(c1-c1ccccc1)NC(=O)CC2C(=O)Nc1ccccc1OC (configuration not stated)	-3%	-7
N#Cc1cccc(COc2cccc(C#N)c2)c1	13%	4
CS(=O)(=O)Nc1ccc(C2=NN(S(=O)(=O)c3ccccc3)C(c3ccccc3)C2)cc1 (configuration not stated)	?	7
CCOC1=C2[C@@H](CN(S(=O)(=O)c3ccc(C)cc3)[C@H]2c2ccccc2F)[C@H]2C(=O)N(CC)C(=O)[C@H]2C1	-7%	0
CCOc1cc(C(=O)Nc2ccccc2O)ccc1OC(F)F	-11%	3
CC1(C(=O)NS(=O)(=O)c2ccc(C#N)cc2)CCN1C(=O)CCC1CCCC1 (configuration not stated)	?	-5
Cc1ccc(S(=O)(=O)N(C)C)cc1C(=O)NC(c1ccc2c(c1)OCCO2)C(C)C (configuration not stated)	?	10
CC1CCN(c2ccc(NC(=O)Cn3c(-c4cscn4)nc4ccccc43)cc2)CC1	26%	6
CC(C)Cn1nc(C(=O)Nc2nc3c(s2)CN(C)CC3)c2ccccc2c1=O	43%[activator]	2
CCOC(=O)C1CCC(CNC(=O)N2CCCC2c2ccc(F)cc2)CC1 (configuration not stated)	-6%	10
Cc1ccc(-c2cc(C(=O)O)c3cccc(C)c3n2)cc1C	?	0
CCCCCCCC1CCC(c2ccc(-c3ccc(CCCC)cn3)cc2)CC1 (configuration not stated)	8%	5
COc1cccc(C(=O)/C(=C/c2cccs2)c2nc3ccccc3o2)c1	-9%	5
Cc1cc2c(c(=O)n1Cc1ccco1)C(C(C)C)C(C#N)=C(N)O2 (configuration not stated)	-6%	-3
Cc1cc(C)c(NC(=O)c2ccc3ccccc3n2)c(C)c1	-20%	4
CCc1nn2c(=O)cc(CNc3ccccc3C(=O)NC3CC3)nc2s1	?	6

Laid out differently: results already given
canonical_smiles | 12-LOX inh | LDHA inh
CC(C)Cn1nc(C(=O)Nc2nc3c(s2)CN(C)CC3)c2ccccc2c1=O | 43%[activator] | 2
CCOC(=O)C1CCC(CNC(=O)N2CCCC2c2ccc(F)cc2)CC1 (configuration not stated) | -6% | 10
Cc1ccc(-c2cc(C(=O)O)c3cccc(C)c3n2)cc1C | ? | 0
CCCCCCCC1CCC(c2ccc(-c3ccc(CCCC)cn3)cc2)CC1 (configuration not stated) | 8% | 5

(listing goes on)
SMILES	12-LOX inh	LDHA inh
O=C(c1cc2ccccc2oc1=O)N1CCSC1c1ccccc1Cl (configuration not stated)	-23%	3
O=C(CSc1nnnn1-c1ccccc1)Nc1cccc(C(=O)O)c1	-19%	4
Cc1ccc(C)c(N/C=C/C(=O)c2ccc(Cl)cc2Cl)c1	-33%	-1
CC(C(=O)NC(C)(C)C)n1c(-c2ccccc2)nc2ccccc21 (configuration not stated)	5%	0
CN(CCOc1cccc(Cl)c1)Cc1cc(=O)oc2cc(O)ccc12	?	-1
CCCCCCNc1nc2ccccc2nc1NS(=O)(=O)c1ccc(OC)cc1	38%[activator]	7
COc1ccc(/C=N/OC(=O)c2ccc(C(F)(F)F)cc2)cc1OCc1ccccc1	4%	2
COc1cccc(CNC(=O)CCn2nc(-c3ccccc3OC)c3c(C)cc(C)nc32)c1	6%	1
CN1/C(=C/C(=O)CSC(=S)N2CCCC2)C(C)(C)c2ccccc21	-72%	2
COc1ccc(-c2cc(C(=O)Oc3cccc(Br)c3)no2)cc1	12%	5
O=c1c2cnc(N3CCc4ccccc4C3)nc2ccn1-c1cc(Cl)cc(Cl)c1	-23%	-8
CCCCN(C=O)c1c(CC)nc2c(OCC3CCCCC3)cccn12	-5%	5
Cc1ccccc1S(=O)(=O)N(C)C[C@H]1OCc2cn(nn2)CCCC(=O)N([C@H](C)CO)C[C@@H]1C	-3%	-6
Nc1ccc([N+](=O)[O-])cc1Br	?	2
CC(C(=O)NC(=O)NC1CC1)N(C)Cc1ccc(Br)cc1 (configuration not stated)	9%	-5
COc1ccc(Nc2nc3cc(-c4sccc4C)sc3c(=O)n2C)cc1OC	-29%	-4
O=C(CC1CCCC1)N1CCN(C(=O)c2cc3ccccc3[nH]2)CC1	-15%	-10
CCOC(=O)c1sc(N)c(C#N)c1COC(=O)C1CCC1	-7%	4
Clc1cc(CNCc2cccs2)cc2c1OCCCO2	-8%	-1
O=C(CSc1nc2ccccc2s1)Nc1c(F)cccc1F	16%	3
FC(F)(F)c1ccc(-c2nc3ccccc3s2)cc1	-3%	-10
N#C/C(=C\c1cn(-c2ccccc2)nc1-c1cccs1)S(=O)(=O)c1ccccc1	-1%	6
COc1ccc2c(C)c(-c3ccc(OC)c(OC)c3)c(=O)oc2c1	-54%	-11
CCCOc1cc(C)c(C)cc1S(=O)(=O)N1CCCCC1	?	-2
O=C(NCc1cccc(C(F)(F)F)c1)c1ccc(CN2CCCCC2)cc1	26%	7
CC(=O)c1cnn(-c2cc(Oc3ccc(S(=O)(=O)c4ccccc4)cc3)ncn2)c1C	79%[activator]	-8
CCCOC(=O)c1ccc(Oc2coc3cc(OC(=O)c4ccc5c(c4)OCO5)ccc3c2=O)cc1	27%	10
O=C(Nc1ccccc1)Nc1c(N2CCCC2)c2ccccc2oc1=O	-63%	-6
O=c1c2ccsc2ncn1Cc1coc(-c2ccccc2Cl)n1	?	5
CCOC(=O)[C@]12CCC=C1N(Cc1ccco1)C(=O)[C@H](CC(=O)NCc1cccc(C(F)(F)F)c1)C2	-17%	3

Ordered by heavy-atom count (lowest first): part of the list above.
SMILES	12-LOX inh	LDHA inh
Nc1ccc([N+](=O)[O-])cc1Br	?	2
O=C(O)c1csc(-c2cnccn2)n1	?	12
CN(Cc1ccsc1)C(=O)Cc1cccc(F)c1	?	2
FC(F)(F)c1ccc(-c2nc3ccccc3s2)cc1	-3%	-10
Clc1cc(CNCc2cccs2)cc2c1OCCCO2	-8%	-1
O=C(c1ccccc1)N(Cc1ccco1)c1ccccn1	-6%	16
COc1ccc(/C=C(\C#N)c2nc3ccccc3[nH]2)cc1I	6.3µM*	4
O=c1c2ccsc2ncn1Cc1coc(-c2ccccc2Cl)n1	?	5
CN(C)CCNC(=O)C(=O)Nc1cccc(N2CCCS2(=O)=O)c1	-24%	0
Cc1cc2nc(-c3ccco3)c(Cc3cccc(Cl)c3)n2c(C)c1Br	?	4
CCc1nn2c(=O)cc(CNc3ccccc3C(=O)NC3CC3)nc2s1	?	6
O=S(=O)(c1ccc2oc(Nc3cc(F)cc(F)c3)nc2c1)N1CCCCC1	11%	4
CC1(C(=O)NS(=O)(=O)c2ccc(C#N)cc2)CCN1C(=O)CCC1CCCC1 (configuration not stated)	?	-5
CCCCCCNc1nc2ccccc2nc1NS(=O)(=O)c1ccc(OC)cc1	38%[activator]	7
CCCc1ccc(C(NC(=O)c2nn(C)c(=O)c3ccccc23)c2cccs2)cc1 (configuration not stated)	1%	-7
CS(=O)(=O)N(Cc1csc(-c2cccs2)n1)C1CCN(C(=O)c2ccccc2Cl)CC1	1%	8
COC(=O)C(C)(Cc1ccccc1)CC(C)(CC1(C)CC(C)(C(=O)OC)OC1=O)C(=O)OC (configuration not stated)	-35%	0
O=C(Cn1c(=O)c2c(ncn2Cc2ccccc2)n(Cc2ccccc2)c1=O)N1CCNC1=O	-17%	4
CC(C)n1ncc2cc(NC(=O)c3cc(S(=O)(=O)N4CCCCC4)ccc3N3CCCC3)cnc21	-8%	1
CCOC1=C2[C@@H](CN(S(=O)(=O)c3ccc(C)cc3)[C@H]2c2ccccc2F)[C@H]2C(=O)N(CC)C(=O)[C@H]2C1	-7%	0
COc1ccc(CCC(=O)N2c3ccccc3N=C(c3ccc(C(F)(F)F)cc3)C2C(=O)NC2CCCC2)cc1 (configuration not stated)	4%	0

More compounds:
SMILES	12-LOX inh	LDHA inh
CC(=O)Nc1ccc(S(=O)(=O)N2CCC(NC(=O)CC(C)(C)C)CC2)cc1	13%	2
O/N=C/c1ccc(OCc2c(Cl)cccc2Cl)cc1	?	0
CCc1nc2ccc(C(=O)NCCN3CCNC3=O)cn2c1N(CC)Cc1cccc(Br)c1	14%	-6
O=C(NCCc1ccc(Cl)cc1)c1ccc2c(=O)n(-c3ccccc3)c(=O)[nH]c2c1	?	0
OCCCNC(=S)NCCc1ccccc1	?	-3
COc1ccc(S(=O)(=O)Oc2ccc3oc(=O)c(-c4ccc(OC)c(OC)c4)c(C)c3c2)cc1	.	0
CCCOc1ccc(C(=O)Nc2ccc3oc(-c4cccnc4)nc3c2)cc1	34%[activator]	1
CC(C)c1ccc(-n2ccnc(NCc3ccccc3)c2=O)cc1	?	5
Cc1c(-c2ccccc2)oc2c(C(=O)OCC(=O)NC(=O)NC3CCCC3)cccc2c1=O	7%	4
Cc1ccc(N2CCCS2(=O)=O)cc1NS(=O)(=O)c1ccc(F)cc1C	?	0
O=C1NC[C@@H](CCCCN2C[C@H](Cc3ccc(O)cc3)N(CCc3ccc(O)cc3)C(=O)C2=O)N(CCc2ccc(O)cc2)C1=O	-14%	0
CC(CN1CCCCC1)NC(=O)c1scnc1-c1ccccc1 (configuration not stated)	5.6µM*	-5
c1ccc2c(-c3cnc4cccnn34)cncc2c1	-9%	-5
Cc1ccc(-c2cc(C(=O)NC3=NCCS3)c3ccccc3n2)cc1	-33%	-3
O=C(OCc1cc(Cl)c2c(c1)OCCCO2)C12CC3CC(CC(Cl)(C3)C1)C2	10%	-3
O=C(O)CSc1ccc(Cl)cc1	?	0
O=C(COc1ncnc2sc3c(c12)CCC3)N1CCCc2ccccc21	-16%	9
